Screens deposited in PubChem BioAssay by The Scripps Research Institute Molecular Screening Center.
EBNA-1 inh – blocks EBNA-1 binding to DNA | EBNA-1 DNA binding, fluorescence polarization | inhibition, % at 14.8 µM | actives 0.34% (n = 300,000); in the data active = inhibition above about 28%
ZTA counter – counter-screen for EBNA-1 inhibitors: inhibitors of Epstein-Barr virus ZTA; ZTA-DNA binding, fluorescence polarization; inhibition, % at 11 µM; actives 0.15% (n = 320,000); AID 2234; in the data active = inhibition above about 33%
Target sequence (P03206 whole entry, looked up): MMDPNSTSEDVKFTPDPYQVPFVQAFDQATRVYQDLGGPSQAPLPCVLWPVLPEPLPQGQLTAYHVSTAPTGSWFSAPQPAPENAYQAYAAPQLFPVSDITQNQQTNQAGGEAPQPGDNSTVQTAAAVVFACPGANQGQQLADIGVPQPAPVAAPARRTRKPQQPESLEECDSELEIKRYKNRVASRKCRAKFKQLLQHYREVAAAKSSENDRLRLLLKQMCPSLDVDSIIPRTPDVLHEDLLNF
pPAFAH FP inh – pPAFAH (human) enzyme inhibition. Q13093. recombinant pPAFAH, FP-rhodamine probe fluorescence polarization. inhibition, % at 3.39 µM. actives 1.5% (n = 330,000);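 active = inhibition above the mean inhibition across the screen plus 3 SD, cut at about 25% in these data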;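 also: inhibitors block binding of the rhodamine activity-based probe so polarization drops; 0% = enzyme with DMSO and 100% = wells lacking pPAFAH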
LYPLA2 inh – LYPLA2 (human) inhibition in PME1 counter-screen; recombinant LYPLA2, FP-Rh probe fluorescence polarization; inhibition, % at 5.9 µM; actives 0.38% (n = 320,000);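 active = inhibition above the screen-wide mean plus 3 SD, limit set per campaign, cut at about 26% in these data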;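 also: 0% = LYPLA2 with DMSO and 100% = wells lacking LYPLA2 enzyme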
Target sequence (O95372 whole entry, looked up): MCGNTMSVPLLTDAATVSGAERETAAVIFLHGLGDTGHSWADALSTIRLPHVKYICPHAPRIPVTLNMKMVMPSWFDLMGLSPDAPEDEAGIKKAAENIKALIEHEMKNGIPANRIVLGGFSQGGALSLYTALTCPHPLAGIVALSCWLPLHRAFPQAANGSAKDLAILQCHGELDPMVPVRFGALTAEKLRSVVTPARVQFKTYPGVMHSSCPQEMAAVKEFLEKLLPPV
PAFAH1B2 inh – inhibitors of human PAFAH1B2. P68402. recombinant PAFAH1B2, FP-rhodamine activity probe, fluorescence polarization. inhibition, % at 3.39 µM. actives 1.2% (n = 340,000);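 active = inhibition above the mean of all tested compounds plus 3 SD, cut at about 24% in these data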;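 also: 0% = enzyme with DMSO and 100% = wells lacking PAFAH1B2; many of its hits are not listed in these tables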
LYPLA1 counter – blocks human lysophospholipase 1, a PME1 counter-screen; recombinant LYPLA1, FP-Rh probe fluorescence polarization; inhibition, % at 5.9 µM; actives 0.16% (n = 320,000); AID 2174;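 active = inhibition above the mean of all tested compounds plus 3 SD, set per campaign, cut at about 14% in these data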;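 also: inhibitors block serine hydrolase probe labeling of LYPLA1 so polarization falls; 0% = enzyme with DMSO and 100% = wells lacking LYPLA1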
Target sequence (O75608 whole entry, looked up): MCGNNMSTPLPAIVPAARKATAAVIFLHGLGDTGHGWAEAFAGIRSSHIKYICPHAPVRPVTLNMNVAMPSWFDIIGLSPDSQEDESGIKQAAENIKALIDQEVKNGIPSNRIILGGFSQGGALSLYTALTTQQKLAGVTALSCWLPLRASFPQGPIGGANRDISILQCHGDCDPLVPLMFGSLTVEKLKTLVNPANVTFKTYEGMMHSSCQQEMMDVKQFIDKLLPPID
PREPL inh – human PREPL enzyme inhibition; Q4J6C6; recombinant PREPL, fluorescence polarization activity-based probe; inhibition, % at 5.96 µM; actives 0.68% (n = 320,000); AID 2751; in the data active = inhibition above about 43%;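 also: 0% = enzyme with DMSO and 100% = wells lacking enzyme; many of its hits are not listed in these tables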
PAFAH2 inh – inhibitors of human PAFAH2; recombinant PAFAH2, FP-rhodamine activity probe, fluorescence polarization; inhibition, % at 3.39 µM; actives 0.99% (n = 340,000);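 active = inhibition above the mean over all tested compounds plus 3 SD, cut at about 30% in these data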;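 also: inhibitors block probe labeling of enzyme so polarization drops; 0% = enzyme with DMSO and 100% = wells lacking PAFAH2 protein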
PAFAH1B3 FP inh – PAFAH1B3 (human) inhibition; Q15102; recombinant PAFAH1B3, FP-rhodamine probe, fluorescence polarization; inhibition, % at 3.39 µM; actives 0.28% (n = 340,000);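 active = inhibition above the screen-wide average of all tested compounds plus 3 SD, cut at about 25% in these data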;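 also: 0% = enzyme with DMSO only and 100% = wells lacking PAFAH1B3 protein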
Target sequence (Q15102 whole entry, looked up): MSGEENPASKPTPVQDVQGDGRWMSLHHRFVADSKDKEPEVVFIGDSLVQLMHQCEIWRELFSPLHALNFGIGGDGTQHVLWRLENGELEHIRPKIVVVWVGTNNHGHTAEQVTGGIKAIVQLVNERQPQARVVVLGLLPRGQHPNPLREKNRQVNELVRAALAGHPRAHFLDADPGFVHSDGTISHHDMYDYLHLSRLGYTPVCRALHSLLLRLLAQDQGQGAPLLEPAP
* = called active by the depositor; · = not tested or not shown.

SMILES	EBNA-1 inh	ZTA counter	pPAFAH FP inh	LYPLA2 inh	PAFAH1B2 inh	LYPLA1 counter	PREPL inh	PAFAH2 inh	PAFAH1B3 FP inh
O=C(Nc1cccc(F)c1)c1ccc2c(c1)OCO2	-8	-2	4	-3	3	-3	-2	-1	2
CSc1cccc(NC(=O)Cc2ccccc2[N+](=O)[O-])c1	-11	-3	-1	5	1	0	-3	2	13
O=C(NC(=S)Nc1ccc(S(=O)(=O)Nc2nccs2)cc1)c1ccc(Br)o1	-6	9	8	-8	-3	0	9	9	11
O=C(NCCN1C(=O)S/C(=C\c2ccccc2F)C1=O)C1=COCCO1	-3	6	4	-3	9	-2	15	-12	1
Cc1[nH]nc2c1C(C(C)c1ccccc1)C(C#N)=C(N)O2 (stereo not given)	7	12	2	-5	12	-2	3	3	-6
COc1ccccc1OCCC(=O)OCC(=O)Nc1cc(S(=O)(=O)N(C)C)ccc1Cl	-4	-11	22	0	2	-1	8	-3	5
Cc1ccc2c(C(=O)CN3CCC(C(N)=O)CC3)c(C)[nH]c2c1	-4	-2	3	-8	4	-3	5	-2	10
COc1ccc(NC(=O)CSc2nnc(CNc3ccc(F)cc3)o2)c(OC)c1	-1	-6	4	1	8	0	7	2	10
COC(=O)c1cc(COc2ccc3c4c(c(=O)oc3c2)CCCC4)c(C)o1	-11	0	-9	11	-2	2	9	3	4
COc1ccc(OC(C)C(=O)Nc2cccnc2)cc1 (stereo not given)	-6	-4	1	1	5	0	-6	7	7
c1ccc(Cn2nnc3c(Nc4ccc5c(c4)OCO5)nc(C4CC4)nc32)cc1	5	7	9	1	2	1	15	2	8
S=c1oc(-c2ccncc2)nn1CCc1ccncc1	6	-4	1	6	5	-1	5	10	4
CN(CC(=O)NC1CC(C)(C)NC(C)(C)C1)S(=O)(=O)c1ccc(Br)cc1	9	19	4	2	4	0	0	0	6
N=c1sccn1CC(=O)NCCc1ccc(Cl)cc1	3	8	-6	-7	-2	2	1	-4	4
Cc1cc(C)c2cc(C#N)c(SCC(=O)Nc3ccc4c(c3)OCO4)nc2c1	32*	-2	1	-9	3	2	9	6	3
Nc1cc(N)nc(SCC(=O)NC(=O)NC2CCCC2)n1	·	3	-1	-3	0	1	6	-5	0
Cc1ccc(NC(=O)/C=C/c2ccc([N+](=O)[O-])s2)cc1	12	20	2	-1	-5	-1	3	5	1
COc1ccccc1CN1CC(C(=O)N(C)Cc2[nH]c3ccccc3c2C)CCC1=O (stereo not given)	1	-14	2	1	7	4	39	0	6
COc1ccc(C(=O)OCC(=O)NC(C)(C)C)cc1[N+](=O)[O-]	0	8	3	0	2	-3	-5	39*	1
COc1cc([N+](=O)[O-])ccc1NC(=O)NNC(=O)C(C)Oc1ccc(F)cc1F (stereo not given)	4	-3	7	4	4	0	13	13	5

Reprinted at random: three entries already listed
SMILES	EBNA-1 inh	ZTA counter	pPAFAH FP inh	LYPLA2 inh	PAFAH1B2 inh	LYPLA1 counter	PREPL inh	PAFAH2 inh	PAFAH1B3 FP inh
CN(CC(=O)NC1CC(C)(C)NC(C)(C)C1)S(=O)(=O)c1ccc(Br)cc1	9	19	4	2	4	0	0	0	6
COc1ccc(C(=O)OCC(=O)NC(C)(C)C)cc1[N+](=O)[O-]	0	8	3	0	2	-3	-5	39*	1
COC(=O)c1cc(COc2ccc3c4c(c(=O)oc3c2)CCCC4)c(C)o1	-11	0	-9	11	-2	2	9	3	4

Complete entries, looked up by structure:
Shown for `S=c1oc(-c2ccncc2)nn1CCc1ccncc1` : EBNA-1 inh = 6; ZTA counter = -4; pPAFAH FP inh = 1; LYPLA2 inh = 6; PAFAH1B2 inh = 5; LYPLA1 counter = -1; PREPL inh = 5; PAFAH2 inh = 10; PAFAH1B3 FP inh = 4
Shown for `Nc1cc(N)nc(SCC(=O)NC(=O)NC2CCCC2)n1` : EBNA-1 inh = ·; ZTA counter = 3; pPAFAH FP inh = -1; LYPLA2 inh = -3; PAFAH1B2 inh = 0; LYPLA1 counter = 1; PREPL inh = 6; PAFAH2 inh = -5; PAFAH1B3 FP inh = 0

The list continues.
SMILES	EBNA-1 inh	ZTA counter	pPAFAH FP inh	LYPLA2 inh	PAFAH1B2 inh	LYPLA1 counter	PREPL inh	PAFAH2 inh	PAFAH1B3 FP inh
CC(C)c1ccc(NC(=O)C2CCCN(S(=O)(=O)c3cccnc3)C2)cc1 (stereo not given)	4	-6	3	7	6	-2	23	-2	4
COc1ccccc1CNC(=O)c1ccc2c(=O)n3c(nc2c1)CCCCC3	-5	-3	1	-13	-1	-7	-7	-1	5
O=C(N/N=C/c1ccc(Cl)cc1Cl)c1ccncc1	4	-7	0	0	-3	-1	8	-4	1
CCCCC(=O)Nc1cnc(NC(=O)c2cccs2)cc1C	-1	-17	4	5	-2	4	-1	0	6
Cc1[nH]c2ccc(C(=O)OCCN(C)C)cc2c1C	9	5	2	6	-1	3	-8	-1	-4
CC1CCN(c2ccc(C(=O)NCc3ccc4c(c3)OCO4)cc2[N+](=O)[O-])CC1	17	-5	6	2	12	0	16	-14	8
CCCOc1ccc(CC(=O)N/N=C\c2ccc(F)cc2)cc1	11	1	8	-2	0	0	-13	-1	8
O=C(Nc1ccc(Oc2ccccc2)nc1)C1CCCCN1Cc1cccc(OCCO)c1 (stereo not given)	11	11	5	0	3	-2	11	-3	5
CC(=O)C1=C(C)NC(=S)NC1c1cc([N+](=O)[O-])ccc1O (stereo not given)	7	8	2	5	5	0	0	-7	6
C#CCOCCOCCOCCNc1nc(N2CCN(C(=O)[C@H](CCC(=O)O)n3cc(C(N)Cc4ccc(O)cc4)nn3)CC2)nc(N2CCN(C(=O)[C@H](Cc3cc4ccccc4[nH]3)n3cc(C(N)CC(C)C)nn3)CC2)n1 (stereo not given in full)	4	7	3	-5	·	-3	46*	·	·
O=C1OCCC1Sc1nc2ccccc2n1-c1ccccc1 (stereo not given)	2	4	21	2	3	1	-2	9	3
COC(=O)c1cc2c(-c3ccccc3)cc3ccccn3c-2c1C(=O)OC	-7	-1	20	0	0	2	19	15	1
Cc1cc(C=O)c(C)n1-c1ccc(N2CCOCC2)c([N+](=O)[O-])c1	2	6	1	-2	-2	2	13	-1	7
Cc1cc([N+](=O)[O-])nn1CC(=O)NCc1ccc(Cl)cc1	11	8	2	3	-6	4	2	3	2
O=c1[nH]c2ccc(S(=O)(=O)N3CCN(c4ccccc4)CC3)cc2[nH]c1=O	-7	-1	-6	-7	11	-3	3	-3	14
COc1cc2ccccc2cc1C(=O)Nc1ccc(CN2CCOCC2)cc1	2	12	8	4	9	-6	-1	7	2
CCN(CC)CCCNC(=O)c1cc(Sc2nnc(C)s2)nc2ccccc12	0	-11	-5	-3	-4	-1	-19	2	3
O=C(NCc1ccc2c(c1)OCO2)c1ccc(Br)o1	1	0	4	-2	4	-1	0	0	13
CCOC(=O)CSc1nnnn1-c1cc(OC)ccc1OC	-3	-8	2	-3	3	0	-3	-2	1
Cc1n[nH]c(=O)nc1NCc1ccco1	-11	6	0	-3	-1	-5	8	2	1

Records listed above that bear a hit mark in PREPL inh.
| SMILES | EBNA-1 inh | pPAFAH FP inh | PAFAH1B2 inh | PREPL inh | PAFAH2 inh | PAFAH1B3 FP inh |
| --- | --- | --- | --- | --- | --- | --- |
| C#CCOCCOCCOCCNc1nc(N2CCN(C(=O)[C@H](CCC(=O)O)n3cc(C(N)Cc4ccc(O)cc4)nn3)CC2)nc(N2CCN(C(=O)[C@H](Cc3cc4ccccc4[nH]3)n3cc(C(N)CC(C)C)nn3)CC2)n1 (stereo not given in full) | 4 | 3 | · | 46* | · | · |

The listing continues:
SMILES	EBNA-1 inh	ZTA counter	pPAFAH FP inh	LYPLA2 inh	PAFAH1B2 inh	LYPLA1 counter	PREPL inh	PAFAH2 inh	PAFAH1B3 FP inh
CCCCC(OC(=O)c1cc2occc2n1C)C(=O)NCC1CCCO1 (stereo not given)	-2	-11	0	-2	-3	-3	-5	12	2
CC(C)=NOC(=O)c1ccc(-c2ccccc2)cc1	2	8	30*	6	-3	-4	11	13	8
N#CNC(=Nc1ccccc1F)SCc1ccc(C(=O)O)cc1	-3	-13	3	9	4	2	-6	6	11
O=C(O)C1CC(O)CN1S(=O)(=O)c1cccs1 (stereo not given)	0	21	3	4	4	-2	-3	-1	3
CCOC(=O)N1CCN(C(=O)c2ccc(NC(=O)c3ccc(C)cc3)cc2)CC1	-3	-5	0	9	-3	-1	5	-11	4
O=C(CN1CCN(c2nc(-c3ccccc3)cs2)CC1)NCc1ccc2c(c1)OCO2	-3	-9	5	-2	12	-2	19	4	13
CCC(C(=O)NC1CCCC1)n1nc(C)n2c(cc3occc32)c1=O (stereo not given)	-3	24	6	-1	5	1	5	0	5
CCOc1ccc(N=CC2=C(O)CC(c3ccco3)CC2=O)cc1 (stereo not given)	7	-1	5	10	7	-3	6	2	6
COc1cc(CNCCNC(=O)c2nonc2N)ccc1OCc1ccc(Cl)nc1	11	4	-2	-2	6	-3	-12	7	6
COc1ccc(-c2nnn(CC(=O)NCCc3c[nH]c4ccccc34)n2)cc1OC	7	-3	2	0	0	4	-23	7	8
Cc1ccsc1C(=O)N1CCCC(CO)(Cc2ccccc2F)C1 (stereo not given)	8	12	0	-1	3	3	2	-6	-1
Cc1nc([N+](=O)[O-])c(NCCCO)n1Cc1ccccc1	7	-8	-4	0	4	-1	-3	5	0
O=C(C[C@H]1C/C=C\CC[C@@H](Cc2ccc(F)cc2)C(=O)OC[C@H]2CCCN2C1=O)NCCO	·	·	3	·	9	·	38	6	9
CCC(CC)C(=O)Nc1nnc(S(=O)(=O)N2CCc3ccccc32)s1	8	-9	5	-3	0	-1	-7	3	-1
c1ccc(Cc2nc3ccccc3o2)cc1	5	-3	6	2	-4	3	-7	0	1
NC(=O)c1ccc(C(F)(F)F)n(Cc2ccccc2Cl)c1=O	-6	-13	6	1	4	2	5	-4	2
CCOC(=O)C(NC(C)=O)C(=O)Nc1ccc(OC)cc1 (stereo not given)	8	8	4	2	-3	-2	0	16	4
CCN(CC(=O)NCc1cccs1)C(=O)c1ccc(C)o1	·	·	1	·	3	·	4	-1	6
CCN(CC(=O)Nc1c(F)cccc1F)C(=O)c1cccc(S(=O)(=O)N2CCCCCC2)c1	·	13	16	4	-4	3	-1	-4	3
Cc1cc(-c2ccccc2)nc(N/N=C/c2ccc([N+](=O)[O-])cc2)n1	-8	6	11	-10	-1	-4	18	1	0
CCOc1ccc(S(=O)(=O)N2CCCCC2)cc1NC(=O)CC1OC(=O)c2ccccc21 (stereo not given)	-1	-14	0	2	-5	0	8	9	-1
Cc1c(Cl)c([N+](=O)[O-])nn1CC(=O)NCc1ccco1	0	9	13	7	4	0	13	1	-2

The list is partial, so the mix of outcomes need not match the whole.
